PLK1 PBD block = blocks phosphopeptide binding to human PLK1 polo-box domain; P53350; Plk1 PBD binding of FITC phosphopeptide, fluorescence polarization; Potency, µM, for inactives: max response, negative = inhibition, hits mostly inhibitors; hit rate 2.8% among 360,000; AID 720504; note: potency is the fitted concentration of half-maximal effect; series mostly up to about 57 µM; % is set by controls: 0 for no effect and ±100 for the full control effect; nearly all actives have a fitted effect of over 65% in size
PTHR1 ag = PTHR1 (human) receptor agonism; hit rate 0.075% among 410,000; Potency, µM (top dose mostly 115 µM), for the others: at the highest dose activation, most hits filed as activators; HEK293 GP2 PTHR1 cells, GloSensor cAMP luminescence, 1 h; Q03431; AID 743266; note: potency is the fitted concentration of half-maximal effect; nearly all actives have a fitted effect of over 55% in size; some results filed as inactive show a strong effect at the top dose; inactives centre near -15; many of its hits are not listed in these tables
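HEK-293-derived GP2 cells expressing PTHR1 and a GloSensor cAMP reporter, 3,000/well, plated overnight, given luciferin plus IBMX (each 0.5 mM as added) for 1 h at 37 °C, then compound for 1 h at 37 °C. Luminescence was read after 15 min at room temperature.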
IL-2 act = IL-2 activation; IL-2 activation reporter assay, cell-based qHTS; stimulated with anti-CD3/CD4/CD28 beads; in transgenic mouse T cells; activation, % (series mostly up to about 46 µM); hit rate 0.065% among 360,000; AID 652025; in the data active = activation above about 50%; inconclusive = mostly about 30% to 49%; note: 0% is about no effect
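First, unstimulated transgenic mouse T cells were exposed to compound for 60 min. Next, anti-CD3/anti-CD4-coated beads with anti-CD28 were added. Finally, after 18 h at 37 degrees C, EGFP and DsRed were imaged.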
PI5P4K alpha inh = blocks human PI5P4K alpha kinase activity; PI5P4Kalpha enzyme, ADP-Glo luminescence, 60 min; stronger effect = lower value; max response, %; hit rate 1.2% among 330,000; active = max response of -50% or lower; inconclusive = between -30% and -50%; inactive = -30% or higher; note: value at the top dose of about 77 µM; % is set by controls: 0 for no effect and ±100 for the full control effect
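Single end-point luminescence (ADP-Glo) quantified ADP from PI5P4Kalpha turnover; ATP 5 microM final, 1 h at RT, 0.1% CHAPS and 0.28 mM EGTA in HEPES pH 7.4.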
GLP1R ag = GLP-1 receptor (human) agonism | HEK293 GLP-1R CRE-luciferase, luminescence, 4-6 h; cells express a hypersensitive GLP-1R form | Potency, µM (top dose mostly 45.6 µM), without a hit: at the top dose activation, hits mostly activators | hit rate 0.007% among 380,000; note: potency is the fitted concentration of half-maximal effect; % of control where 0% means no effect
EPAC1 ag = activates human EPAC1 exchange factor | O95398 | EPAC1 agonist qHTS, biochemical assay; response scale: 100% = response to 6.5 mM cAMP | Potency, µM (doses to about 154 µM), for inactives: at the top dose activation, hits mostly activators | hit rate 0.073% among 360,000; note: potency is the fitted concentration of half-maximal effect; nearly all actives have a fitted effect of over 60% in size
Target sequence (O95398 whole entry, looked up): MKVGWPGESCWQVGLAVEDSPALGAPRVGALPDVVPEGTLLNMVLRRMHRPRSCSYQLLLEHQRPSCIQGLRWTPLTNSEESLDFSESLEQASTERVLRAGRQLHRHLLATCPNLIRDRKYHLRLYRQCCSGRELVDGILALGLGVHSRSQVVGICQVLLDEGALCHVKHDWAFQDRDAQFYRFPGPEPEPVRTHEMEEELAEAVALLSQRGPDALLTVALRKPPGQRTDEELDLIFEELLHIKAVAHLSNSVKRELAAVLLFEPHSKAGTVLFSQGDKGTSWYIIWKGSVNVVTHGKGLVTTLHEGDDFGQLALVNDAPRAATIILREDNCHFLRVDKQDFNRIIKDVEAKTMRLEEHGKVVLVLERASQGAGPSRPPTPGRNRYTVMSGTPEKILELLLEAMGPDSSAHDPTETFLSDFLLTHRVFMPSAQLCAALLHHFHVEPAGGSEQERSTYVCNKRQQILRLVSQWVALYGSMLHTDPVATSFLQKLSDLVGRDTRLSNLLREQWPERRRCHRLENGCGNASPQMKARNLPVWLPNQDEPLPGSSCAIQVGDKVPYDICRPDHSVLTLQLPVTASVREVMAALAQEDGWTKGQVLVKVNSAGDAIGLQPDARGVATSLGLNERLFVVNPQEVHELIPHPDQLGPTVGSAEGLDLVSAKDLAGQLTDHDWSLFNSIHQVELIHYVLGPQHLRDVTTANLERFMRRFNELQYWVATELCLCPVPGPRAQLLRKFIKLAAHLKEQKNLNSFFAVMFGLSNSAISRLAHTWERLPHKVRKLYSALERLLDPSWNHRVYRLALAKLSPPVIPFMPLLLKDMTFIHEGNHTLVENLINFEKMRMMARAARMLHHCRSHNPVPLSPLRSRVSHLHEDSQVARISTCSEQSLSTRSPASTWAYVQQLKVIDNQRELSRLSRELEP
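Normalized to 6.5 mM cAMP, activity reflects EPAC1-catalysed release of BODIPY-GDP from Rap1B, followed kinetically over 30 min at 480 nm excitation, 540 nm emission. Reaction contained 100 nM EPAC1, 250 nM Rap1B-BODIPY-GDP, 50 uM GDP.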
GLP1R cytotox = cytotoxic in the GLP-1 receptor inverse agonist counter-screen. HEK293 cAMP-luciferase reporter cells, luminescence, 24 h. Potency, µM (top dose mostly 38.3 µM), inactives show top-dose activity change, negative = inhibition, actives largely listed as inhibitors. hit rate 0.13% among 410,000. AID 624418;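 note: loss of luciferase light is scored as toxicity; potency is the fitted concentration of half-maximal effect; % is set by controls: 0 for no effect and ±100 for the full control effect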
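Luminescence readout: signal drop marks cytotoxicity. Plated cells grew 12 h at 37 °C, 5% CO2, received 23 nL compound for 24 h, then got luciferase reagent, read after 12 min at RT.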
EPAC1 antagonist = blocks human EPAC1 exchange factor | O95398 | Potency, µM (series often up to 115 µM), for inactives: top-dose activity change, negative = inhibition, actives largely listed as inhibitors | EPAC1 GEF assay, Rap1b-BODIPY-GDP exchange fluorescence | hit rate 0.14% among 360,000;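 note: potency is the fitted concentration of half-maximal effect; plate controls were vehicle for no effect and positive control for full effect; nearly all actives have a fitted effect of over 50% in size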
GLP1R inv ag = GLP-1 receptor (human) inverse agonism; P43220; HEK293 GLP-1R CRE-luciferase, luminescence, 24 h; GLP-1R form is constitutively active; Potency, µM (highest dose often 38.3 µM), without a hit: at the top dose activity change, negative = inhibition, actives largely listed as inhibitors; hit rate 1.6% among 410,000; note: potency is the fitted concentration of half-maximal effect; % is set by controls: 0 for no effect and ±100 for the full control effect; nearly all actives have a fitted effect of over 55% in size
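GLP-1R inverse agonism mode: basal reporter luminescence in engineered HEK293 cells measured after one day of compound exposure at 37 deg C, with a 12 min room-temperature detection step.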
Active calls of the source: *; i = inactive; u = inconclusive; x = no result given; [ ] = dose if it differs, or a comment. Unless noted, calls come from the whole dose curve; as a rule, active = well fitted curve in the direction sought with a large enough effect; inconclusive = small, poorly fitted or top-dose-only effect, or another doubt; inactive = no such curve, though single readings can be large; an effect the other way counts as inactive or inconclusive.

SMILES	PLK1 PBD block	PTHR1 ag	IL-2 act	PI5P4K alpha inh	GLP1R ag	EPAC1 ag	GLP1R cytotox	EPAC1 antagonist	GLP1R inv ag
CC(C)NC(=O)C1(C)CSCC(=O)N1CCOc1ccccc1 (stereo not given)	6%	-11%	4.6	-1	x	0%	-7%	15%	-6%
COc1ccc(CN=C(C#N)C2=C(O)c3ccccc3C2=O)cc1	-8%	-23%	1.2	3	-2%	0%	-5%	5%	-14%
COC(=O)c1ccsc1NC(=O)c1ccc2c(c1)OCCO2	-3%	-4%	-2.6	0	9%	3%	0%	-4%	5%
CN(C)c1ccc(P(=O)(OCc2ccccc2)C(O)c2cccnc2)cc1 (stereo not given)	0%	i	-2.0	x	-2%	-2%	11%	-10%	5%
O=C(Nc1cc(Cl)ccc1O)C1CC(c2ccccc2Cl)=NO1 (stereo not given)	5%	-32%[inhibitor]	1.1	10	9%	8%	-17%	-16%	u
O=C1OCC/C1=C\NCCCCCCCCN/C=C1\CCOC1=O	-2%	i	-2.2	0	-1%	-18%	-14%	-6%	-24%
O=C(Nc1ccc(Cc2ccncc2)cc1)c1ccc(S(=O)(=O)N2CCOCC2)cc1	-7%	-43%[inhibitor]	-1.6	2	-2%	1%	-24%	-15%	8%
COc1ccc(N2CCN(CC(=O)Nc3c(C)cc(C)cc3C)CC2)cc1	-3%	i	-3.0	x	-3%	6%	2%	-4%	0%
COc1ccc(/C=N/Nc2cc(N3CCCC3)nc(N3CCCC3)n2)cc1	-6%	-37%[inhibitor]	-1.0	-4	8%	-9%	u	-30%	u
COCCNC(=O)c1ccc2c(Cl)c3c(nc2c1)CCC3	3%	-18%	-6.4	-5	6%	3%	2%	-8%	-20%

Three compounds already listed, sorted by molecular weight, high to low.
SMILES	PLK1 PBD block	PTHR1 ag	IL-2 act	PI5P4K alpha inh	GLP1R ag	EPAC1 ag	GLP1R cytotox	EPAC1 antagonist	GLP1R inv ag
COc1ccc(N2CCN(CC(=O)Nc3c(C)cc(C)cc3C)CC2)cc1	-3%	i	-3.0	x	-3%	6%	2%	-4%	0%
O=C(Nc1cc(Cl)ccc1O)C1CC(c2ccccc2Cl)=NO1 (stereo not given)	5%	-32%[inhibitor]	1.1	10	9%	8%	-17%	-16%	u
O=C1OCC/C1=C\NCCCCCCCCN/C=C1\CCOC1=O	-2%	i	-2.2	0	-1%	-18%	-14%	-6%	-24%

Later entries
SMILES	PLK1 PBD block	PTHR1 ag	IL-2 act	PI5P4K alpha inh	GLP1R ag	EPAC1 ag	GLP1R cytotox	EPAC1 antagonist	GLP1R inv ag
C=CCN1C(=O)SC(Cc2cccc(OC)c2O)C1=O (stereo not given)	-10%	i	0.0	3	1%	4%	11%	9%	6%
CC(NC(=O)COC(=O)CCNC(=O)c1ccco1)C12CC3CC(CC(C3)C1)C2 (stereo not given)	-3%	5%[57.5 µM]	0.5	-5	22%	1%	-5%	-5%	52%[activator]
COc1ccc(NC(=S)NCc2cccs2)c(OC)c1	-1%	i	-0.1	-2	-2%	5%	-2%	-8%	4%
CCC(C)c1ccc(OCc2ccc(C(=O)O)o2)cc1 (stereo not given)	2%	-88%[inhibitor]	-1.5	2	-8%	-5%	-2%	-6%	2µM*
CCOC(=O)CNC(=O)CSc1ccc(-c2nc3ccccc3[nH]2)cn1	-27%	-18%	-0.1	-2	16%	4%	5%	-13%	47%[activator]
Cc1ccc(-c2nnc(SC(C)C#N)n2N)cc1 (stereo not given)	-3%	i	8.2	-10	-11%	-6%	-3%	11%	-2%
N#Cc1ccc(CSc2nnc(-c3ccncc3)o2)cc1	-20%	-3%	-1.0	-5	4%	2%	2%	-10%	-4%
N#Cc1c(Oc2ccc3ccccc3c2)sc(C(=O)c2ccccc2)c1N	-11%	-6%[57.5 µM]	0.7	5	0%	12%	-9%	0%	u
C=CCc1ccc(OCCOCCNCCOC)c(OC)c1	5%	i	-0.4	14	6%	-3%	0%	7%	-28%
COc1ccc(COC(=O)N/N=C(\C)CC(=O)Nc2ccc(Cl)cc2)cc1	1%	-7%	8.0	12	-8%	-7%	1%	-13%	-14%
CCOC(=O)c1c(C)[nH]c(C)c1C(=O)COc1ncnc2ccccc12	12µM*	-3%	-0.1	-55*	12%	6%	8%	u	-9%
Cc1c(C(=O)N2CCCCC2)nn(-c2ccc(Cl)cc2)c(=O)c1C#N	7%	i	-1.1	-1	1%	-6%	1%	-2%	19%
CC(Sc1n[nH]c(-c2cccs2)n1)C(=O)Nc1ccccc1F (stereo not given)	-4%	-24%	-0.3	0	-3%	-2%	2%	6%	9%
O=C(C1CC1)N1CCN(Cc2ccccc2)CC1	-12%	-2%	1.7	1	-1%	0%	-2%	10%	-18%
O=C(O)c1ccccc1NC(=O)c1ccccc1-c1ccccc1C(=O)O	-7%	-11%	-0.3	-10	-7%	13%	0%	6%	8%
COc1ccc(CN=CC2=C(O)CNC2=O)cc1	2%	-8%[57.5 µM]	-0.8	2	-1%	8%	-22%	10%	0%
Cc1ccc(OCC(=O)O/N=C(\N)c2ccncc2)c(C)c1	4%	-34%[inhibitor]	-1.2	13	19%	4%	-8%	4%	-30%
CCOc1ccc(S(=O)(=O)NCc2ccncc2)cc1	-2%	-14%[57.5 µM]	-3.7	0	-10%	-11%	-6%	4%	7%
CC(NC(=O)CSc1ncnc2nc[nH]c12)c1ccccc1 (stereo not given)	-1%	-14%[57.5 µM]	-0.3	10	-1%	0%	-3%	-16%	0%
CCOc1ccc(Oc2c(C)oc3cc(O)ccc3c2=O)cc1	-1%	-22%	-1.6	-1	14%	-10%	-10%	-4%	3%
O=C(CCn1c(=O)oc2ccccc21)NCCC1=CCCCC1	8%	i	-0.2	3	-3%	6%	-6%	5%	5%
CCCCCCCCNS(=O)(=O)CCNCc1ccccc1	-1%	i	0.3	34	1%	-44%[inhibitor]	14%	u	u
C=Cc1ccc(C(=O)NC2CCCN(Cc3ccccc3F)C2)cc1 (stereo not given)	-11%	i	1.2	0	-2%	2%	2%	-2%	u
CC1CC(OCC(O)CN2CCOCC2)CC(C)(C)C1 (stereo not given)	2%	i	-0.8	-5	-6%	1%	5%[1.53 µM]	16%	7%
COCCOc1cc(N2C(=O)CSCC2=O)c(Cl)cc1Cl	-14%	u	-1.6	x	0%	20%	1%	-7%	0%
COCCCn1c(C(=O)N2CCOCC2)cc2c(=O)n3ccccc3nc21	-6%	i	-1.0	9	-3%	9%	248%[activator]	5%	20%
COc1ccc(C2N(c3ccc4c(c3)OCCO4)C(=O)C2(F)F)cc1OC (stereo not given)	2%	-21%	2.4	-13	u	4%	-5%	-12%	112%[activator]
COc1ccc(S(=O)(=O)N(CC(=O)N2CCN(C)CC2)c2ccc(C)cc2)cc1Br	4%	i	-1.3	2	-3%	-3%	-3%	-6%	-29%
O=C1CN(C(=O)c2ccc(Br)o2)C(c2ccc(F)cc2)c2cc(F)ccc2N1 (stereo not given)	-16%	-31%[inhibitor][57.5 µM]	-0.8	x	-2%	9%	-13%	-9%	u
Cc1nc(Nc2ccncc2)c2oc3ccccc3c2n1	-6%	i	-3.3	x	-19%	-10%	u	24%	-12%
COc1cccc(C(=O)N(Cc2ccco2)c2c(N)n(Cc3ccccc3)c(=O)[nH]c2=O)c1	-9%	i	0.2	-3	1%	1%	-20%	-22%	-10%
Cc1ccc2c(c1)N(S(=O)(=O)c1cc(-c3cc(C)no3)ccc1C)CCO2	-7%	-5%	-0.6	13	-3%	5%	18%	u	u
O=C(CSc1nc2ccc(NC(=O)CSc3nnnn3-c3ccccc3)cc2s1)Nc1ccccc1	-2%	i	-3.6	u	2%	12%	10µM*	-19%	u
COC(=O)C1=C(C)N=C2SC(C#N)=C(N)N2C1c1cccc(OC)c1 (stereo not given)	1%	-24%[57.5 µM]	-0.4	-3	10%	-3%	33%[activator]	4%	u
COc1cccc2cc(C(=O)NCc3ccc(F)cc3)c(=N)oc12	4%	-10%	-2.7	6	4%	-10%	0%	-6%	12%
Cc1ccc(CNC(=O)CCc2ccc(S(=O)(=O)NC3CCCCC3)cc2)cc1	30µM*	-20%	-1.6	2	4%	0%	6%	-15%	u
Cc1ncc([N+](=O)[O-])n1CC(=O)Nc1ccccc1Cl	-10%	i	-2.2	3	-1%	15%	-7%	4%	9%
COc1ccc(CCNC(=O)c2cc3c(=O)n(C)c4cc(Cl)ccc4c3s2)cc1OC	x	i	x	x	9%	x	5%	x	14%
COc1ccc(S(=O)(=O)Nc2ccc(S(=O)(=O)N3CCCCC3)cc2)cc1	-10%	-35%[inhibitor]	-2.6	-1	-2%	9%	-1%	-11%	2%
Cc1ccc2c(CC(=O)O)coc2c1C	u	i	-3.0	-2	-3%	-2%	-1%	15%	7%
Cc1ccc(-c2cc(-c3ccc4c(c3)NC(=O)CO4)nc3c2COc2ccccc2-3)cc1	x	-14%	x	x	-2%	x	0%	x	12%
COc1ccc(C(=O)N(Cc2ccccc2)c2ccc(C)cc2)cc1S(=O)(=O)N1CCOCC1	-1%	-35%[inhibitor]	-1.5	-1	4%	4%	-17%	5%	-29%
Cc1ccc(NC(=O)CCCN2C(=O)NC(C)(C)C2=O)cc1	-2%	-16%	-1.0	3	1%	3%	-5%	-21%	1%
CC(=O)NC(c1ccc(C(C)C)cc1)c1c(O)ccc2ccccc12 (stereo not given)	-6%	i	-0.2	10	12%	17%	-15%	-12%	u
Cc1ccc(C(=O)N/C(=C/c2ccc(-c3cccc([N+](=O)[O-])c3)o2)C(=O)NCCCN(C)C)cc1	-9%	i	2.9	31	12%	-2%	u	3%	10µM*
COc1ccc(OCC(=O)Nc2c3c(nn2C(C)(C)C)CSC3)cc1	4%	-24%	3.0	-8	-1%	7%	9%	4%	u
CN(Cc1ccccc1)CC(O)CN(C)Cc1ccccc1	-15%	i	1.2	-6	12%	4%	17%	3%	-25%
O=C(OCC1OC(n2ccc(=O)[nH]c2=O)C(O)C1OC(=O)c1ccccc1)c1ccccc1 (stereo not given)	-2%	i	-1.4	6	6%	3%	-9%	-7%	14%

Source: PubChem (National Center for Advancing Translational Sciences (NCATS))

The list is partial, so the mix of outcomes need not match the whole.
